Screening data as filed in PubChem.
PKA-R2B activ: PKA-R2B complex activation; P22694+P31323; PKA-R2B holoenzyme dissociation, Cy5-IP20 fluorescence polarization; R2B truncated from residue 108, S112A mutant; 0% DMSO only, 100% 113 µM cGMP; activation, % at 11.4 µM; 340,000 compounds, 0.079% hits; AID 504700;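 active = activation above a cutoff set at the mean over all compounds plus 3 SD, cut at about 18% in these data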;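 note: higher means more holoenzyme dissociation and a rise in polarization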
Target sequence (P31323 whole entry, looked up, other chains not shown, the tested form may be a part): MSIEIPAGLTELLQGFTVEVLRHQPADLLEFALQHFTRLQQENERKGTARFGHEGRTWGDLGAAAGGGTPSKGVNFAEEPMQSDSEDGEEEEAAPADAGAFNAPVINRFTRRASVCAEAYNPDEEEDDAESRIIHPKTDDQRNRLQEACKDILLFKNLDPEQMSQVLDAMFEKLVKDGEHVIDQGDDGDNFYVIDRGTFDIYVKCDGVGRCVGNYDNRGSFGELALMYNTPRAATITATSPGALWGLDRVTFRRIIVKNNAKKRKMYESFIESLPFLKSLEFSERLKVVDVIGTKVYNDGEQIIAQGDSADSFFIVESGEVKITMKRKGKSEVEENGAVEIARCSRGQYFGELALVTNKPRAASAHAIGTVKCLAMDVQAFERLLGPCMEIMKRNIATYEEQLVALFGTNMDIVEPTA
DAGLB inh: blocks human DAGLB lipase activity | Q8NCG7 | HEK293T DAGLB membrane lysate, EnzChek fluorogenic substrate | inhibition, % at 5.17 µM | 340,000 compounds, 0.059% hits; in the data active = inhibition above about 34%;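 note: 0% = enzyme with vehicle and 100% = wells lacking enzyme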
Arr AP2 block: blocks beta-arrestin peptide binding to AP2 adaptin; FITC-arrestin peptide / GST-AP2 beads, flow cytometry; AP2 beta2 appendage carries R879A mutation; inhibition, % at 10 µM; 340,000 compounds, 0.31% hits;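 active = inhibition above a set limit, near 3 SD of compounds lacking own fluorescence, cut at about 54% in these data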;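 note: plate controls were DMSO wells for no effect and 5 µM unlabelled arrestin peptide for full effect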
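System: GST-AP2 R879A glutathione beads; medium: PBS, Tween 20 0.05%, BSA 0.1%; reagent: fluorescein-tagged arrestin peptide at 50 nM final; schedule: pre-incubation 12 min, peptide binding 1 h, room temperature; detection: flow cytometry, FL1 (488/535 nm); read-out: inhibition as reduced fluorescein signal on beads, percent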
Keap1-Nrf2 PPI: inhibitors of human Keap1-Nrf2 protein-protein interaction | Q14145 | Keap1 Kelch-Nrf2 peptide fluorescence polarization, 1536-well | inhibition, % at 9.4 µM | 340,000 compounds, 0.15% hits | AID 504523; in the data active = inhibition above about 12%;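 note: human Keap1 Kelch domain with fluorescein labeled Nrf2 9mer peptide probe; 0% = neutral control wells and 100% = peptide positive control; higher means more block of Keap1 binding to Nrf2 peptide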
Target sequence (Q14145 whole entry, looked up, the tested form may be a part): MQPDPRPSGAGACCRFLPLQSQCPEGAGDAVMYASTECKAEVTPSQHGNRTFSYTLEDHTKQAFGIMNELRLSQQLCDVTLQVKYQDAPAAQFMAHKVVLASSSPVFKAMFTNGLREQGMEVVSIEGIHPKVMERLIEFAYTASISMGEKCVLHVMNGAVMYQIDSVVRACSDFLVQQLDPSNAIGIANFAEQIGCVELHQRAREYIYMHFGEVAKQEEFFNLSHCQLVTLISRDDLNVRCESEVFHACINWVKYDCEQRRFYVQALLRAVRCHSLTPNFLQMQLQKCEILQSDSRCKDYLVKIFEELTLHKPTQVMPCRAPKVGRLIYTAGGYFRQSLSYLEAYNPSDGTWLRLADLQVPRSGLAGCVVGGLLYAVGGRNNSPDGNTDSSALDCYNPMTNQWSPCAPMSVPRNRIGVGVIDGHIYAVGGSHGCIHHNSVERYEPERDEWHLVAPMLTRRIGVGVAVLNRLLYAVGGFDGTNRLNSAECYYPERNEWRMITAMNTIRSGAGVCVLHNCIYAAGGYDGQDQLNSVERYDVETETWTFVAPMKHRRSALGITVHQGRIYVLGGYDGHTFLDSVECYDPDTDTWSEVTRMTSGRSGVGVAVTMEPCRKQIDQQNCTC
PvdQ acylase: P. aeruginosa PvdQ acylase inhibition. inhibition, % at 10 µM. purified PvdQ acylase, fluorescence plate reader. AID 488965. 340,000 compounds, 0.063% hits; in the data active = inhibition above about 30%, passing the limit was not always enough;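 note: 0% = vehicle neutral wells and 100% = reference inhibitor wells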
SR-BI HDL uptake: mouse SR-BI HDL lipid transfer inhibition. Q61009. ldlA[mSR-BI] CHO cells, DiI-HDL uptake fluorescence, 3 h. inhibition, % at 12.5 µM. 320,000 compounds, 0.96% hits. AID 488896;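 active = mean replicate inhibition of at least 70% and a set share of replicates each scoring 70 or more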;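 note: 0% = median of neutral control wells and 100% = median of positive control wells; values of inactives mirror those of a sister screen read the other way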
SR-BI DiI-HDL act: SR-BI HDL lipid transfer activation; CHO ldlA[mSR-BI] cells, DiI-HDL uptake fluorescence, 3 h; 100 = double the neutral-control signal; activation, % at 12.5 µM; 320,000 compounds, 0.096% hits; AID 504775;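 active = mean replicate activation of at least 60% and every replicate at or above 60%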;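 note: 0% = median plate neutral-control signal and 100% = twice that signal; values of inactives mirror those of a sister screen read the other way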
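Test system: SR-BI-overexpressing, LDLR-lacking CHO cells; Also added: labelled HDL, 10 µg/mL; Measured by: bottom-read cell fluorescence after medium removal, ex 550/em 595 nm; Timing: 3 h uptake period with compound, 37 °C; Buffer or medium: F12, 0.5% BSA, 25 mM HEPES; Doses: single compound concentration, delivered by pin transfer.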
LANA DNA inh: blocks KSHV LANA C-terminal domain binding to DNA. MBP-C-LANA/FAM-LBS DNA binding, fluorescence polarization. inhibition, % at 9 µM. 340,000 compounds, 0.078% hits;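 active = highest replicate inhibition at or above 60% at 9 µM, even if other replicates fall short; inactive = all replicates below 60% inhibition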;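 note: 0% = neutral control wells and 100% = 4 µM acridine orange control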
NSD2 HMT inh: inhibitors of human histone methyltransferase NSD2. O96028. inhibition, % at 12.5 µM. NSD2 peptide methylation, AlphaScreen, 120 min. 310,000 compounds, 0.54% hits; in the data active = inhibition above about 50%
RTF Ca sens inh: cardiac RTF calcium desensitization | 340,000 compounds, 0.12% hits | AID 493244 | IANBD-labeled cardiac RTF, Ca2+ fluorescence | inhibition, % at 7.15 µM | P19429+P45379;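 active = inhibition above the mean inhibition of all tested compounds plus 3 SD, cut at about 17% in these data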;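 note: assay run at fixed EC70 calcium of 1.6 mM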
An asterisk follows results filed as active; . = no result given.

Letters: A = PKA-R2B activ; B = DAGLB inh; C = Arr AP2 block; D = Keap1-Nrf2 PPI; E = PvdQ acylase; F = SR-BI HDL uptake; G = SR-BI DiI-HDL act; H = LANA DNA inh; I = NSD2 HMT inh; J = RTF Ca sens inh
[1] O=C(Cc1c[nH]c2ccccc12)NCc1ccncc1
  A: -6; B: -1; C: 11; D: -3; E: -21; F: -16; G: 16; H: 0.9; I: -1; J: 0
[2] COc1cccc(Nc2nnc(SCN3C(=O)c4ccccc4C3=O)s2)c1
  A: -4; B: 0; C: -14; D: -4; E: -5; F: 8; G: -8; H: 1.3; I: -2; J: 7
[3] CCOC(=O)Cc1cc(=O)[nH]c(/N=C(\N)Nc2ccc(C)c(C)c2)n1
  A: -5; B: 1; C: -10; D: -1; E: -1; F: 14; G: -14; H: -0.1; I: 1; J: -3
[4] COc1ccc2nc(C)cc(SCC(=O)NNC(=O)COc3ccc(C)cc3)c2c1
  A: -3; B: 2; C: 5; D: -5; E: -14; F: 15; G: -15; H: -0.2; I: 37; J: -12
[5] O=C1CC(N2CCN(c3ccc(O)cc3)CC2)C(=O)N1c1ccc2c(c1)OCO2 (stereo not drawn)
  A: 0; B: 1; C: 7; D: 4; E: -3; F: -27; G: 27; H: 0.9; I: -2; J: 0
[6] Cc1nc(CN2CCN(C(=O)CCc3nnc(Cc4c[nH]c5ccccc45)o3)CC2)cs1
  A: 8; B: -2; C: 4; D: -2; E: -11; F: 17; G: -17; H: -0.3; I: 3; J: -4
[7] CN(C(=O)c1cc(COc2c(F)cccc2F)on1)C1CCOC1 (stereo not drawn)
  A: 11; B: 1; C: 7; D: -1; E: 1; F: -6; G: 6; H: 0.7; I: -2; J: -2
[8] COc1ccc(C(C(=O)NCC2CCCO2)N(C(=O)Cn2nnc3ccccc32)c2ccc(NC(C)=O)cc2)c(OC)c1 (stereo not drawn)
  A: -6; B: 2; C: -6; D: -1; E: -17; F: -8; G: 8; H: -0.3; I: .; J: 3
[9] COc1ccc(OC)c(/C=N/NC(=O)CCN2CCN(C(c3ccccc3)c3ccccc3)CC2)c1
  A: 2; B: 0; C: 25; D: 0; E: 3; F: 13; G: -13; H: 1.0; I: 0; J: -2
[10] Cc1ccc(SC[C@H](c2ccccc2)N2CCN(C)CCC2=O)cc1
  A: -5; B: -2; C: 0; D: 1; E: -5; F: -3; G: 3; H: -0.1; I: .; J: -2
[11] O=c1[nH]ncc(N2CCN(Cc3ccccc3)CC2)c1Cl
  A: 1; B: 0; C: 5; D: 1; E: 5; F: -9; G: 9; H: 2.3; I: 1; J: 7
[12] Cc1cccc(CSC2=NCCN2C(=O)c2ccc(S(=O)(=O)N(C)C)cc2)c1
  A: -1; B: -1; C: 2; D: 0; E: -10; F: 4; G: -4; H: 0.3; I: -2; J: -1
[13] CC(C)C(c1nnnn1Cc1ccc(F)cc1)N1CCN(Cc2ccc3c(c2)OCO3)CC1 (stereo not drawn)
  A: -11; B: -5; C: 31; D: -2; E: 8; F: -2; G: 2; H: 0.2; I: .; J: -7
[14] O=C(OCC(=O)N1CCCCCC1)c1cccs1
  A: -2; B: 0; C: 14; D: 1; E: -3; F: -11; G: 11; H: 0.7; I: -4; J: -1
[15] C/C=C(/C)C(=O)O[C@@H]1c2cc3c(c(OC)c2-c2c(cc(OC)c(OC)c2OC)[C@@H](OC(C)=O)[C@@H](C)[C@H]1C)OCO3
  A: -7; B: -5; C: 0; D: 1; E: -4; F: -19; G: 19; H: -0.3; I: .; J: -10
[16] S=C(NC1CCCC1)N1CCN(C/C=C/c2ccccc2)CC1
  A: -7; B: 0; C: -4; D: -11; E: -10; F: -7; G: 7; H: 0.7; I: 0; J: -3
[17] CC(=O)C[C@H](O)CC(=O)[C@H]1OC(=O)CCCCCCCCc2ccccc21
  A: -1; B: -1; C: 0; D: -4; E: 0; F: -10; G: 10; H: 0.3; I: .; J: -15
[18] O=C1CCC(=O)c2oc3ccccc3c2N1
  A: 6; B: 2; C: 13; D: 1; E: 11; F: -5; G: 5; H: 0.4; I: -2; J: -1
[19] O=C1COc2ccc(C(=O)COC(=O)c3ccccc3F)cc2N1
  A: 2; B: -1; C: 34; D: -1; E: 0; F: 11; G: -11; H: 2.6; I: -1; J: 2
[20] Cc1ccc(N2C(=O)CC(Nc3cccc4ccccc34)C2=O)cc1 (stereo not drawn)
  A: -12; B: 2; C: 0; D: 2; E: -4; F: -1; G: 1; H: -0.9; I: 48; J: 5
[21] O=c1c2c3c(sc2nc(N2CCNCC2)n1CCc1ccccc1)CCCCC3
  A: -3; B: 0; C: -11; D: -5; E: -19; F: .; G: .; H: -0.9; I: 9; J: 2
[22] Cc1ccc(-n2c(N)c(C(N)=O)sc2=S)c(C)c1
  A: -7; B: 4; C: 0; D: -1; E: 3; F: 3; G: -3; H: 0.2; I: 1; J: -2
[23] Cc1noc(C)c1S(=O)(=O)N1CCC(C(=O)NCCN2CCC(C)CC2)CC1
  A: -8; B: -1; C: 0; D: -1; E: 2; F: -4; G: 4; H: -0.7; I: 1; J: -6
[24] Cc1ccc(CN2CCN(Cc3ccco3)CC2)cc1
  A: -4; B: 2; C: 10; D: 2; E: -8; F: -14; G: 14; H: -2.0; I: 1; J: -4
[25] O=Cc1cn(CC(=O)N2CCCCCC2)c2ccccc12
  A: -5; B: 0; C: 3; D: -2; E: 10; F: -31; G: 31; H: -2.0; I: 3; J: 8

The final 4 compounds of the part before come first, to join the parts.
Letters: A = PKA-R2B activ; B = DAGLB inh; C = Arr AP2 block; D = Keap1-Nrf2 PPI; E = PvdQ acylase; F = SR-BI HDL uptake; G = SR-BI DiI-HDL act; H = LANA DNA inh; I = NSD2 HMT inh; J = RTF Ca sens inh
[22] Cc1ccc(-n2c(N)c(C(N)=O)sc2=S)c(C)c1
  A: -7; B: 4; C: 0; D: -1; E: 3; F: 3; G: -3; H: 0.2; I: 1; J: -2
[23] Cc1noc(C)c1S(=O)(=O)N1CCC(C(=O)NCCN2CCC(C)CC2)CC1
  A: -8; B: -1; C: 0; D: -1; E: 2; F: -4; G: 4; H: -0.7; I: 1; J: -6
[24] Cc1ccc(CN2CCN(Cc3ccco3)CC2)cc1
  A: -4; B: 2; C: 10; D: 2; E: -8; F: -14; G: 14; H: -2.0; I: 1; J: -4
[25] O=Cc1cn(CC(=O)N2CCCCCC2)c2ccccc12
  A: -5; B: 0; C: 3; D: -2; E: 10; F: -31; G: 31; H: -2.0; I: 3; J: 8
[26] CN(C)Cc1c(C(=O)N/N=C/c2ccccc2OCc2ccc(F)cc2)nnn1-c1nonc1N
  A: -3; B: 0; C: 8; D: 0; E: 7; F: 27; G: -27; H: 0.5; I: -1; J: 8
[27] Cc1ccccc1C(=O)N1CCN=C1SCc1ccc([N+](=O)[O-])cc1
  A: -18; B: -3; C: 18; D: 3; E: 3; F: 5; G: -5; H: 7.1; I: -6; J: -5
[28] COc1ccccc1-c1nnc(SCC(=O)Nc2cccnc2Cl)n1C
  A: 2; B: 0; C: -5; D: 0; E: -2; F: -47; G: 47; H: -0.9; I: -2; J: -8
[29] CC(C)NC(=O)N(C)C[C@@H]1Oc2c(NS(=O)(=O)c3ccccc3)cccc2C(=O)N([C@@H](C)CO)C[C@@H]1C
  A: -12; B: 0; C: 3; D: -1; E: -13; F: 2; G: -2; H: -0.5; I: .; J: -15
[30] N/C(=N\OC(=O)CCC1CCCC1)c1ccncc1
  A: -11; B: -4; C: 21; D: 0; E: 2; F: -27; G: 27; H: 4.5; I: -3; J: -28
[31] CC1=C(C(=O)OC(C)C)C(c2ccc(F)cc2)NC(=O)N1 (stereo not drawn)
  A: 1; B: 1; C: 33; D: 3; E: -2; F: 19; G: -19; H: 1.1; I: .; J: 0
[32] CCCn1c(SCC(=O)Nc2ccc3c(c2)OCO3)n[nH]c1=O
  A: 8; B: 2; C: 6; D: -4; E: 8; F: -8; G: 8; H: -0.9; I: 0; J: -5
[33] CCCC(O)(CCC)C(=O)NN(C(=O)OC)c1ccccc1
  A: -7; B: -5; C: 1; D: 1; E: 9; F: -30; G: 30; H: -0.2; I: -2; J: 7
[34] COc1ccc(C)cc1NS(=O)(=O)c1cn(C)nc1C
  A: -13; B: -1; C: 28; D: 1; E: -8; F: -8; G: 8; H: 0.1; I: -1; J: -5
[35] COc1cc(F)c(C2=CC(=O)C[C@H](c3ccc(F)cc3)C2)cc1F
  A: -6; B: -15; C: 1; D: 2; E: -10; F: 0; G: 0; H: 0.3; I: .; J: -1
[36] CSc1ccc(-c2nnn(CC(=O)NCc3ccccc3)n2)cc1
  A: 7; B: -3; C: -5; D: -1; E: -3; F: -16; G: 16; H: 0.3; I: 21; J: -7
[37] Cc1ccc(CNC(=O)c2c(-c3ccccc3)noc2C)cc1
  A: -7; B: -2; C: -5; D: 2; E: -17; F: 20; G: -20; H: -1.0; I: 3; J: -11
[38] CC(C)N(C(=O)COC(=O)c1cc(Cl)cc(Cl)c1N)C(C)C
  A: 4; B: -5; C: 18; D: -1; E: -11; F: 60; G: -60; H: -0.5; I: -17; J: -6
[39] C/C(=N\NC(=O)c1ccc(OC2CCCC2)cc1)c1ccc(C)s1
  A: -11; B: -5; C: -13; D: -2; E: -7; F: -6; G: 6; H: 0.0; I: 5; J: 5
[40] CC(=O)COc1ccc2c3c(c(=O)oc2c1C)CCCCC3
  A: 7; B: -4; C: 3; D: -6; E: -22; F: 12; G: -12; H: 1.7; I: 0; J: -9
[41] C[C@@H]1C=C[C@](Cc2ccccc2)(C(=O)O)N1C(=O)c1ccccc1
  A: 10; B: 4; C: 0; D: 0; E: -8; F: 1; G: -1; H: 1.7; I: .; J: -12
[42] COc1cccc(NC(=S)NC(=O)/C=C/c2ccc(F)cc2)c1
  A: 3; B: -5; C: 16; D: -2; E: 1; F: 13; G: -13; H: -0.8; I: 0; J: -8
[43] Cc1ccc(C(=O)OCC(=O)NCCNC(=O)COC(=O)c2ccc(C)o2)o1
  A: -5; B: 1; C: 6; D: -4; E: 6; F: -25; G: 25; H: 2.2; I: -3; J: -7
[44] Cn1ncc2c(N3CCCCC3)nc(NCCCO)nc21
  A: -9; B: 1; C: 2; D: -1; E: -6; F: -28; G: .; H: 0.9; I: 3; J: 2
